MT1-MMP act inh – inhibitors of human MT1-MMP activation; P50281; actives 0.061% (n = 360,000); GFP/RFP ratio change, % at 20 µM; HT1080 RFP-PRO-GFP cells, GFP/RFP ratio fluorescence, overnight; percent of plate control window, DMSO zero;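 active = GFP/RFP ratio change of at least 30% with cell ATP level not reduced by more than half and red fluorescence within 50% of control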; also: strong numbers were not always called active
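Material – HT1080 RFP-PRO-GFP cells · Control set – DMSO wells and RFP-L50D-GFP cells · Incubation – overnight cell settling, then overnight compound exposure, 37 °C, 5% CO2 · Compound dosing – single-point 20 µM compound, 1% DMSO · Read-out – GFP/RFP fluorescence ratio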
CSN inh – CSN deneddylation inhibition | Purified CSN, SCF-Nedd8-OG deneddylation, fluorescence polarization | actives 0.38% (n = 360,000) | AID 651999 | inhibition, % at 12.5 µM;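 active = pattern-corrected inhibition above about 35%, with an unprinted fluorescence ratio check between 0.5 and 1.5, limit read from the data, passing the limit was not always enough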;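 also: 0% = enzyme with substrate and 100% = substrate without enzyme; some results filed as inactive read as strong as hits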
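Schedule: reaction 90 min, room temperature / Assay system: HEK293T-derived human Csn5 enzyme / Input: Csn5 at 0.24 nM final / Measure: inhibition of Csn5 cleavage, % / Control set: substrate-only high control, full reaction low control / Technique: fluorescence polarization of the substrate / Buffer or medium: Tris/NaCl/DTT buffer, pH 7.5 / Reagent: SCFSkp2-Nedd8OG substrate at 10 nM final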
MLLE-PAM2 inh – inhibitors of microRNA-mediated deadenylation, human PABP1 MLLE binding. GST-MLLE / FITC-PAM2 fluorescence polarization. actives 0.36% (n = 360,000). P11940. inhibition, % at 20 µM; in the data active = inhibition above about 35%, passing the limit was not always enough;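 also: plate controls were DMSO wells with GST-MLLE for no effect and wells lacking GST-MLLE protein for full effect; some results filed as inactive read as strong as hits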
E coli Lon inh – inhibits E. coli Lon protease. actives 0.42% (n = 360,000). inhibition, % at 7.94 µM. P0A9M0. purified E. coli Lon protease, fluorescence polarization; in the data active = inhibition above about 13%, passing the limit was not always enough;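 also: 0% = enzyme with probe and DMSO and 100% = no enzyme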
MsrA inh – inhibitors of bovine MsrA; purified bovine MsrA, absorbance read-out; inhibition, % at 15.5 µM; actives 0.75% (n = 360,000); AID 651718; in the data active = inhibition above about 4.5%;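 also: 0% = vehicle wells with enzyme and 100% = reference inhibitor wells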
FAS TE block – blocks the thioesterase domain of human fatty acid synthase; AID 602261; inhibition, % at 15 µM; P49327; recombinant FAS-TE, OMFH fluorogenic substrate, fluorescence endpoint; actives 0.67% (n = 360,000);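 active = compounds whose normalised, plate-corrected inhibition of enzyme fluorescence in the single-dose primary screen is 50% or more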;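 also: 0% = DMSO with enzyme and 100% = substrate without enzyme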
Rin1-Abl PPI inh – blocks binding of human Rin1 to Abl; TR-FRET Rin1/Abl binding, biochemical; inhibition, % at 7.35 µM; actives 0.4% (n = 360,000); AID 588664; P00519+Q13671; in the data active = inhibition above about 5%, passing the limit was not always enough
Target sequence (P00519 whole entry, looked up): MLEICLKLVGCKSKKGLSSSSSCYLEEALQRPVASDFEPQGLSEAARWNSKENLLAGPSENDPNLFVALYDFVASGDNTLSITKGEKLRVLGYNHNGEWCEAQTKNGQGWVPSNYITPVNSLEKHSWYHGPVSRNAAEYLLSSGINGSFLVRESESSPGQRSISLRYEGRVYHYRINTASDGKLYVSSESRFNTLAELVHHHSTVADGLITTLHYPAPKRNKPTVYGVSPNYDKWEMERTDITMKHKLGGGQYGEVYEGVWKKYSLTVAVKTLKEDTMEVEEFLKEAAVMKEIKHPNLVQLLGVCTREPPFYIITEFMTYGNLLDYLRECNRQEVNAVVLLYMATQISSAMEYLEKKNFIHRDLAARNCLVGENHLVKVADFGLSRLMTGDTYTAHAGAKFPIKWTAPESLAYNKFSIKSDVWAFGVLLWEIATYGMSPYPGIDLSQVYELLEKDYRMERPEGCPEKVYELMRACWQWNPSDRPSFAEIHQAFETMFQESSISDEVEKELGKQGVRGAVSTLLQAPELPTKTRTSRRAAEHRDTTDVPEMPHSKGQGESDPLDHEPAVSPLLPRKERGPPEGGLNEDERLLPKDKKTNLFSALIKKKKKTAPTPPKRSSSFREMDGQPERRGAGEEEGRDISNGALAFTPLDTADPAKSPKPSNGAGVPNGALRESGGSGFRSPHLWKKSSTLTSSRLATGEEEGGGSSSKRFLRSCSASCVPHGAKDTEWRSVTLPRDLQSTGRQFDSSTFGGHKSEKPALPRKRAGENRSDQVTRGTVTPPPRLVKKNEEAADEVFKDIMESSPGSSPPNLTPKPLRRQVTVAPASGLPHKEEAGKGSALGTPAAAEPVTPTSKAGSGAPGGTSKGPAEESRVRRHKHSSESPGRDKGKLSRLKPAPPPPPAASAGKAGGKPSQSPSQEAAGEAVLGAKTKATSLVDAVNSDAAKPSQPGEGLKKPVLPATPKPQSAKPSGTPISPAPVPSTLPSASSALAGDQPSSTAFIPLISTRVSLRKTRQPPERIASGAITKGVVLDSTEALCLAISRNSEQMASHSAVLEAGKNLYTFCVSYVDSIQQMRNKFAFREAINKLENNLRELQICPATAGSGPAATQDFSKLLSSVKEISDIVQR
Target sequence (Q13671 whole entry, looked up): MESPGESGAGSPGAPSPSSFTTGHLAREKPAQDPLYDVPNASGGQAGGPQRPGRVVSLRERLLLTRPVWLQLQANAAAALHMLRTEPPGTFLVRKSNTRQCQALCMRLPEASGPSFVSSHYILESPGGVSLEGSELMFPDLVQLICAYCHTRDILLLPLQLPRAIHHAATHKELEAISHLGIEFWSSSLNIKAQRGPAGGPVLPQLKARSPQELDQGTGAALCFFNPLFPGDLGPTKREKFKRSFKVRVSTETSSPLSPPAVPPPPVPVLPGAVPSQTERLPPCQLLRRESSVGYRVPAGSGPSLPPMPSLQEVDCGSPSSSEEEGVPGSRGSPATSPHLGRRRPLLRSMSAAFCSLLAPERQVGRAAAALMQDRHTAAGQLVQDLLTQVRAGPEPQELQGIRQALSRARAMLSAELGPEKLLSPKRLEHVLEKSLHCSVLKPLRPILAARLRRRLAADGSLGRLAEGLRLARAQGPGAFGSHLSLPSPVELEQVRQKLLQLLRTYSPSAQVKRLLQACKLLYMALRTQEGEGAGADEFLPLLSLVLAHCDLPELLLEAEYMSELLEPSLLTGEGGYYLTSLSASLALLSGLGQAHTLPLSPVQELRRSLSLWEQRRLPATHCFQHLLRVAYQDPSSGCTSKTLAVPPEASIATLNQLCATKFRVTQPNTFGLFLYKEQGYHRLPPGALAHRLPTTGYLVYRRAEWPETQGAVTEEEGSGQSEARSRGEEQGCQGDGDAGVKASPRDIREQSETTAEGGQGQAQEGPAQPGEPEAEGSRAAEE
Rpn11 inh – Rpn11 (human) deubiquitinase inhibition. calls only at 20 µM. human 26S proteasome, Ub4-pepOG fluorescence polarization; 20S core pre-blocked with epoxomicin. actives 0.59% (n = 360,000);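 active = inhibition at 20 µM, scaled to each plate's controls, above about 33%, limit read from the data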
bovine MsrA act – bovine methionine sulfoxide reductase A activation. purified bovine MsrA, absorbance read-out. activation, % at 10.6 µM. actives 0.3% (n = 360,000). AID 602163; in the data active = activation above about 7.5%;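 also: 0% = vehicle and 100% = reference activator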
The depositor's hits bear a star; i = inactive; . = no result given; + = active, no number.

canonical_smiles	MT1-MMP act inh	CSN inh	MLLE-PAM2 inh	E coli Lon inh	MsrA inh	FAS TE block	Rin1-Abl PPI inh	Rpn11 inh	bovine MsrA act
O=C(N=Nc1c(O)[nH]c2ccc(Br)cc12)c1ccco1	-1.1	4.9	-8.9	-19.0	0.6	-0.8	-1.9	i	5.0
CC(=O)Nc1ccc(NC(=O)c2c(-c3ccccc3)noc2C)cn1	-1.0	0.6	-15.5	-1.9	0.6	-5.7	-0.1	i	-8.7
CCCCCN1C=CC=C/C1=C\C=C(C#N)C#N	-104.5	1.5	-85.0	-48.4	0.4	22.9	-13.9	i	-3.9
Cc1ccsc1CN(C(=O)c1ccc([N+](=O)[O-])cc1)C1CCS(=O)(=O)C1 (configuration not stated)	0.9	-1.7	1.6	4.0	0.9	1.5	3.9	i	-4.4
CN(C)/C=C/C(=O)c1ccc2noc(-c3ccc(F)cc3)c2c1	-17.2	2.2	11.6	-6.7	0.7	-7.1	0.3	i	-2.2
Cc1ccccc1C(=O)NC(=S)Nc1ccccc1C(F)(F)F	-4.1	-2.4	12.6	0.9	-0.4	10.3	-0.8	i	-3.0
CCN(CC)CCCCOc1ccccc1OC	-5.3	1.4	8.8	2.5	0.7	-9.4	1.2	i	-1.7
O=C(NN=Cc1ccc2c(c1)OCO2)c1ccccc1	-2.9	-6.0	2.8	-3.1	3.6	-5.4	-1.1	i	-9.9
COc1ccc(C(=O)NNC(=O)c2ccc3ccccc3c2)cc1	3.2	4.1	6.2	-6.5	-0.6	-2.2	1.6	i	-2.4
Cc1cc(C)cc(NC(=O)C(c2ccccc2)N2CCN(CC(=O)N3CCCC3)CC2)c1 (configuration not stated)	2.2	-3.3	-31.5	8.5	0.5	-3.4	1.4	i	-5.1
O=C(Nc1nc2cc3c(cc2s1)OCCO3)c1ccco1	0.5	-2.5	4.0	6.9	4.7*	-5.0	1.6	i	-10.8
O=C1OC(NCc2cccnc2)(c2ccc(Cl)cc2)c2ccccc21 (configuration not stated)	-2.0	-1.0	-2.6	-1.5	-0.3	0.0	12.4*	i	-2.6
CCOc1ccc(-c2nc(C#N)c(N3CCOCC3)o2)cc1	-0.1	-1.3	3.7	-4.0	1.9	1.0	-1.2	i	-6.3
COc1cc2c(cc1OC)CN(C(=O)c1ccc(-c3ccccc3)cc1)CC2	0.5	-0.6	3.9	-4.5	-0.2	19.2	0.0	i	0.5
CCOC(=O)c1c(NC(=O)C2CCCCC2)sc2c1CCN(C(C)C)C2	-1.6	-1.0	-8.2	-15.6	1.4	0.6	-4.0	i	-0.3
Cc1[nH][nH]c(=O)c1C(c1ccc2c(c1)OCO2)c1c(C)[nH][nH]c1=O	2.7	1.6	-28.1	1.7	-1.1	-9.1	-1.2	i	-9.5
Cc1ccc2nc(N3C(=O)C(O)=C(C(=O)c4ccc(C)o4)C3c3cccc(O)c3)sc2c1 (configuration not stated)	-4.9	13.4	-36.6	-7.1	0.5	3.2	-2.0	i	-2.7
Cc1ccc(NC(=O)N2N=C(c3ccc(F)cc3)CC2c2ccc(F)cc2)cc1 (configuration not stated)	-1.2	3.2	-4.8	-2.5	-0.5	23.7	-2.1	i	2.7
CCCCn1c(N)c(N(Cc2ccccc2OC)C(=O)CCC(C)C)c(=O)[nH]c1=O	-3.5	5.3	-18.4	2.2	-0.7	-1.3	3.3	i	-2.1
CSc1nnc(C)c(/C=C/NOCc2ccc(Cl)cc2)n1	-4.8	-19.6	16.7	0.4	-0.3	8.2	1.8	i	0.0
CCOC(=O)COc1ccc(Br)cc1/C=C1\SC(N)=NC1=O	-1.3	1.1	-42.1	2.6	1.1	-2.2	-3.5	i	-3.5
O=C(NCc1ccccc1F)C1CCCN(S(=O)(=O)N2CCOCC2)C1 (configuration not stated)	-5.4	-1.1	0.5	-8.9	1.2	-1.1	2.6	i	-1.7
C/C(CCc1ccccc1)=N/NC(=O)C(=O)NCc1ccccc1	4.1	1.8	-7.4	-6.1	-1.5	-5.0	2.9	i	-3.9
Cc1ccc(-c2nnc(SCC(=O)O)n2N)cc1	-3.3	2.2	-5.9	-3.4	-0.3	-4.7	-2.6	i	-0.5
COc1cc(C)c(S(=O)(=O)NCc2ccc3c(c2)OCO3)cc1C	1.6	-0.9	8.8	-1.2	0.4	7.4	-3.9	i	-1.2

canonical_smiles	MT1-MMP act inh	CSN inh	MLLE-PAM2 inh	E coli Lon inh	MsrA inh	FAS TE block	Rin1-Abl PPI inh	Rpn11 inh	bovine MsrA act
COc1cccc(C2C(=O)c3ccccc3C2=O)c1	0.9	-2.5	-7.9	-4.9	0.0	0.6	-1.4	i	-2.7
CNC(=O)CSc1n[nH]c(-c2cc(Cl)ccc2OC)n1	4.5	0.6	0.5	2.9	2.2	-5.0	-1.5	i	-1.7
Cn1c(CSc2nnc(SCc3ccccc3)s2)nc2ccccc21	1.9	0.1	-123.0	-7.5	2.4	2.2	-2.3	i	-1.8
Cc1c(OCC(N)=O)ccc2c(-c3ccccc3)cc(=O)oc12	3.2	1.8	-0.2	-11.2	31.1*	16.8	-3.0	+	1.3
O=C(CCS(=O)(=O)c1ccc(Br)cc1)Nc1ccccc1Cl	-0.3	0.7	8.1	3.2	-1.3	1.5	0.3	i	-2.7
Cn1c(NC(=O)c2ccc(Cl)cc2)c(-c2ccccn2)c(=O)c2ccccc21	9.4	1.9	-10.3	-0.4	-1.1	-6.8	-3.8	i	-0.1
CCOC(=O)C1=C(C)N(c2ccc(C)cc2)C(=O)/C1=C\c1cccs1	0.4	2.7	5.3	-7.6	-0.2	13.9	-4.2	i	-9.3
O=C(CSc1cccc[n+]1[O-])NC1CCCCC1	1.4	4.1	-5.9	7.9	1.0	-4.1	3.4	i	-8.2
CCOC(=O)c1csc(NC(=O)COc2ccc(Cl)cc2Cl)n1	0.5	-20.3	0.9	0.3	1.2	4.9	1.6	i	-3.8
COc1ccccc1NS(=O)(=O)c1cc(C(=O)NC2CC(C)(C)NC(C)(C)C2)ccc1Cl	0.6	0.4	10.5	0.8	-0.3	0.8	-0.2	i	0.1
CCCCN(C(=O)c1sc2nc3n(c(=O)c2c1C)CCC3)c1c(N)n(CC(C)C)c(=O)[nH]c1=O	-0.8	-2.8	4.3	-4.9	0.3	-5.4	-0.2	i	-2.0
O=C1CN(C(=O)CN2C(=O)NC3(CCCCC3)C2=O)c2ccccc2N1	-7.3	-3.1	-30.2	8.0	-0.9	-1.4	5.4	i	0.1
O=C(CN1C(=O)c2ccccc2S1(=O)=O)NCc1ccccc1Cl	-0.6	-3.0	-18.3	-0.9	0.8	1.3	-3.9	i	-1.9
CCOC(=O)c1cnc2c(cnn2C)c1NCCC(O)C(F)(F)F (configuration not stated)	0.4	-1.9	-1.1	3.8	0.3	-6.9	1.6	i	-1.6
CN(C(=O)COC(=O)C1CCN(S(=O)(=O)c2c(Cl)cccc2Cl)CC1)C1CCS(=O)(=O)C1 (configuration not stated)	-2.6	0.9	-3.2	1.2	-0.1	-4.9	-3.8	i	-0.8
CNC(=O)C1C2C=CC3(O2)C1C(=O)N(C1CC1)C3C(=O)NCc1ccc(OC)cc1 (configuration not stated)	-0.1	-3.2	1.6	-8.8	-0.6	-11.6	-0.2	i	-7.1
O=C1CCC(O)CCN1CCSc1ccccc1 (configuration not stated)	0.6	5.6	0.2	-4.1	-1.5	-6.2	3.5	i	-0.4
Cc1ccc2cc(CNC[C@H]3O[C@@H](n4cc(C)c(=O)[nH]c4=O)C[C@@H]3O)c(N3CCOCC3)nc2c1	-5.0	4.2	-62.7	6.2	0.4	-7.6	-1.2	i	-2.9
Cc1cccc(C)c1OCCCCCNCCO	.	0.2	1.8	5.7	-0.5	-9.8	5.3	i	-11.9
O=C(NCc1cccnc1)c1cccnc1-c1nc2ccccc2s1	3.4	6.2	7.8	1.5	0.7	-6.6	-4.8	i	-4.1
Cc1cc(C(F)(F)F)nc(SCC(=O)Nc2c(C)n(C)n(-c3ccccc3)c2=O)n1	-2.2	4.4	-8.3	-12.7	0.0	-9.7	2.5	i	-1.7
O=C(N1CCOCC1)N1CCC(n2nnc3cc(F)ccc32)CC1	-11.8	-2.1	15.9	6.9	0.0	-9.3	-1.9	i	-6.6
Cc1c(Cl)c(=O)n2c(=O)c(Cl)c(C)n12	2.0	1.1	25.6	-0.1	0.0	-5.1	1.2	i	-4.4
CC1(C)CC(=O)C(C=NC2CCCCC2)=C(O)C1	0.3	-1.0	-1.1	-5.7	-0.7	-5.3	-1.2	i	-2.0
COC(=O)CCCC1=CC2=C(c3ccccc3)C(=O)C(C)(OC(=O)C3CCCC3)C(=O)C2=CN1CCCCO (configuration not stated)	-0.8	1.8	14.4	4.6	0.4	-4.5	3.3	i	-3.2

canonical_smiles	MT1-MMP act inh	CSN inh	MLLE-PAM2 inh	E coli Lon inh	MsrA inh	FAS TE block	Rin1-Abl PPI inh	Rpn11 inh	bovine MsrA act
COc1cccc(N2CCN(S(=O)(=O)c3ccc4c(c3)CC(C)N4C(=O)C3CC3)CC2)c1 (configuration not stated)	-3.5	-0.9	6.8	-1.0	-0.9	30.8	-3.0	i	-3.5
CCC(C)Nc1nc2c(c(=O)[nH]c(=O)n2C)n1CCOc1ccccc1 (configuration not stated)	1.4	0.0	1.5	3.6	-1.0	0.5	1.4	i	2.1
COc1ccc(/C=C2\C(=O)ON=C2c2ccccc2)cc1	2.8	-1.2	35.6	-12.6	-0.2	-1.6	-0.6	i	-3.8
Cc1ccc(C(=O)Nc2ccccc2C(=O)NCC2CCCO2)cc1 (configuration not stated)	1.9	-0.1	11.0	16.4	-0.9	0.3	4.5	i	-5.5

3 entries out of the list, arranged by length of the SMILES, smallest number first:
canonical_smiles	MT1-MMP act inh	CSN inh	MLLE-PAM2 inh	E coli Lon inh	MsrA inh	FAS TE block	Rin1-Abl PPI inh	Rpn11 inh	bovine MsrA act
Cc1cccc(C)c1OCCCCCNCCO	.	0.2	1.8	5.7	-0.5	-9.8	5.3	i	-11.9
O=C(N=Nc1c(O)[nH]c2ccc(Br)cc12)c1ccco1	-1.1	4.9	-8.9	-19.0	0.6	-0.8	-1.9	i	5.0
CCOC(=O)c1c(NC(=O)C2CCCCC2)sc2c1CCN(C(C)C)C2	-1.6	-1.0	-8.2	-15.6	1.4	0.6	-4.0	i	-0.3
